Screening results (PubChem)
MDM2 E3 inh: MDM2-luciferase reporter signal enhancers, primary screen, MDM2 E3 ligase inhibitor project, cell-based, luminescence, 1536-well; E3 ubiquitin-protein ligase Mdm2 (Homo sapiens), Q00987; signal enhancement, % at 5 µM; cell-based MDM2 ubiquitination luciferase reporter, 2 h; 0 = plate control, 100 = twice control, blank-subtracted; 0.11% of 210,000 active;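 active means signal enhancement of 30% or more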;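 further: luminescence tracks abundance of the self-degrading MDM2-luciferase fusion protein; higher signal means inhibition of MDM2 E3 ligase activity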
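Material: stable MDM2–luciferase fusion reporter cells / Quantity: 2000 cells/well / Dosing: single 5 µM compound dose, 0.2% final DMSO / Buffer or medium: DMEM / Schedule: 4 h cell settling then 2 h compound exposure, 37 °C / Detection: luminescence with SteadyLite reagent, 15 min at room temperature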
PERK inh: block of dimerizer-induced PERK translation repression, primary screen, PERK inhibitor project, CHO PERK-DD cells, SEAP luminescence, HTS; Eukaryotic translation initiation factor 2-alpha kinase 3 (Homo sapiens), Q9NZJ5; CHO PERK-DD fusion, SEAP luminescence translation reporter; inhibition, % at 5.6 µM; 0.17% of 220,000 active; AID 1416, 2008;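 active means inhibition above the mean inhibition of all tested compounds plus 3 SD, set separately per screening campaign, cut at about 2.9% in these data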;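 further: PERK kinase domain activated by AP20187 dimerizer at 100 nM; 0% = DMSO with dimerizer and 100% = rapamycin at 8.4 µM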
Target sequence (Q9NZJ5 whole entry, looked up, the tested form may be a part): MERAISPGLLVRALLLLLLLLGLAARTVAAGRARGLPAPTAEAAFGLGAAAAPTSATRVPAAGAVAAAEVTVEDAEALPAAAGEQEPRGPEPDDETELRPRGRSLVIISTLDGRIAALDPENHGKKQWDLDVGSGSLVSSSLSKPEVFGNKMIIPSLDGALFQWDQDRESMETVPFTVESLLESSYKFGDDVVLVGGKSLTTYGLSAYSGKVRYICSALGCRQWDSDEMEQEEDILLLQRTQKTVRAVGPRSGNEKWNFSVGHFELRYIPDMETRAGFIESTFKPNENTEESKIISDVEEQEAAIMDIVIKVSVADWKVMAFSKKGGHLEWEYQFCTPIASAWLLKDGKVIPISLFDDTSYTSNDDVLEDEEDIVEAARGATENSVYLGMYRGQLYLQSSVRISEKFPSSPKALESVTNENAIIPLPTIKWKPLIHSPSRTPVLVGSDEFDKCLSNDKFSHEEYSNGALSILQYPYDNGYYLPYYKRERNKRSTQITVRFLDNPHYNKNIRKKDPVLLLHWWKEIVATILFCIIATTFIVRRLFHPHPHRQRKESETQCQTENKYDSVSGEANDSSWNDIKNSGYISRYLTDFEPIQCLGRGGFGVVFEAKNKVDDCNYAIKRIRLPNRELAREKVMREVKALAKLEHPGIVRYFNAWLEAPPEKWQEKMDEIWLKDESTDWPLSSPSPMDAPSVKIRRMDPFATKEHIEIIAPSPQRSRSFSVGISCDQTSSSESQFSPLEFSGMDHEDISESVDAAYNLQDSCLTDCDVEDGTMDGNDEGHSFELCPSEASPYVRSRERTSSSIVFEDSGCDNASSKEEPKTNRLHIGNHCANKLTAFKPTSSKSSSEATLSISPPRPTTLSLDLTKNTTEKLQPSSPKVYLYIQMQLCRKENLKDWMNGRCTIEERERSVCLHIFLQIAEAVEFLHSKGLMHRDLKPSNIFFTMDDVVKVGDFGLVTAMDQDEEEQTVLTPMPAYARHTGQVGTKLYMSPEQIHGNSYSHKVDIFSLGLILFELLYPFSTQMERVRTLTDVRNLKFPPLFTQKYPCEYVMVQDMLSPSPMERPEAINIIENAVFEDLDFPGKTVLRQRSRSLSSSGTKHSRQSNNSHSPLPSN
Calpain2 inh: inhibitors of pig calpain II, primary screen, biochemical, fluorogenic peptide substrate, 1536-well. 0.37% of 220,000 active. purified calpain II, 30 min. inhibition, % at 16 µM;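 active means inhibition above about 50%, limit read from the data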
EBV gp42 block: Epstein-Barr virus gp42 inhibitors, primary screen, biochemical, uHTS, fluorescence polarization. 0.42% of 220,000 active. Fluorescence polarization binding assay, mP read-out. inhibition, % (tested at 21.74 µM); in the data active means inhibition above about 50%
zVAD death inh: inhibitors of zVAD-triggered necroptosis, primary screen, L929 cells | L929 zVAD necroptosis rescue, ATP luminescence, 24 h; with zVAD 60 µM | viability rescue, % at 10 µM | 0.38% of 220,000 active;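 active means activation, scaled between plate controls, above about 75%, limit read from the data; inactive means activation under that limit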;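 further: 0% = zVAD with DMSO and 100% = DMSO alone without zVAD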
Cl transport mod: KCC2 cotransporter modulators, thallium flux, primary screen, cell-based, HEK293 KCC2, FluoZin-2 fluorescence, MLSMR | KCC2 cells, thallium flux FluoZin-2 fluorescence | Solute carrier family 12 member 5 (Homo sapiens), Q9H2X9 | 2.2% of 190,000 active | AID 1456, 2008 | B-score of Tl+ flux slope (higher = more flux/activation; lower = inhibition) at 10 µM;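 active means thallium flux slope and its plate-corrected score both differing from the plate sample mean at a set confidence after two filtering rounds, in either direction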;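 further: slope of fluorescence scaled to starting intensity during 10 to 20 s after thallium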
eIF4E-4G inh: eIF4E–eIF4G protein interaction inhibitors, primary screen, biochemical, uHTS, TR-FRET, eIF4GI fragment; Eukaryotic translation initiation factor 4E (Mus musculus) + Eukaryotic translation …; TR-FRET eIF4E-eIF4GI(517-606) binding, 2 h; inhibition, % at 21.7 µM; 0.37% of 220,000 active; AID 782, 2007;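 active means inhibition above about 30%, limit read from the data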;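 further: 0% = full FRET control wells and 100% = background wells lacking eIF4GI fragment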
Rad51 HR inh: human RAD51 strand exchange inhibitors, primary screen, biochemical, fluorescence. hRad51 DNA strand exchange, fluorescence dequenching. 0.085% of 200,000 active. inhibition, % at 10 µM. DNA repair protein RAD51 homolog 1 (Homo sapiens), Q06609. AID 1385, 2008;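 active means inhibition above 40% at the single screening dose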;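 further: 0% = DMSO control wells and 100% = blanks with heterologous ssDNA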
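System: human Rad51 nucleoprotein filaments preassembled on unlabelled ssDNA. Reagent: labelled 47-mer dsDNA for strand exchange. Schedule: 30-min compound preincubation and 15-min exchange, both room temperature. Measured by: FRET fluorescence dequenching, excitation 485 nm, emission 520 nm. Read-out: Fluorescence-based percent inhibition, control- and blank-normalised. Benchmarks: plate controls and plate blanks.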
TNF death inh: inhibitors of TNF-alpha triggered necroptosis, primary screen, cell-based, Jurkat FADD-/-, single concentration. Jurkat FADD-/- TNF necroptosis rescue, ATP luminescence, 24 h; 0 = TNF only, 100 = no-TNF cells. activation (protection from cell death), % at 10 µM. 0.068% of 220,000 active. AID 463075, 2010;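 active means activation, meaning protection from cell death, of at least 50% relative to plate controls; inactive means activation below 50%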;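 further: necroptosis triggered by 40 ng/mL TNF-alpha added together with compound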
Numbers without * were called inactive; / = not tested or not shown; [ ] = remark or other dose. Hits appear at their usual frequency; about 3.6% have a hit in one of these screens.

#	canonical_smiles	eIF4E-4G inh	Calpain2 inh	TNF death inh	Rad51 HR inh	Cl transport mod	EBV gp42 block	PERK inh	MDM2 E3 inh	zVAD death inh
1	CCOC(=O)c1cc(NC(=O)c2ccc(Cl)cc2)c(=O)oc1-c1ccccc1	-1	16	-2.9	-3	-0.31	-26	1.3	-9	0.1
2	COc1cccc(CN2CCN(Cc3ccc(O)c(OC)c3)CC2CCO)c1 (centres undefined)	3	-16	0.3	-3	0.53	-2	0.8	6	0.4
3	COc1ccc(/C(C)=N/NC(=O)C2C3CCCCC32)c(OC)c1 (centres undefined)	7[fluorescence artefact?]	24	0.8	11	-0.14	-5	0.1	-4	/
4	CSCC[C@H](NC(=O)OC(C)(C)C)C(=O)N/N=C/c1c(C)[nH]c(=O)[nH]c1=O	1	10	-2.0	/	/	4	1.2	-19	0.0
5	OC(CSc1c(Cl)cccc1Cl)CN1CCN(c2ccc(F)cc2)CC1 (centres undefined)	/	3	-0.9	/	/	-13	-2.0	-18	-0.4
6	Cn1nnnc1P(=O)(c1ccccc1)c1ccccc1	1	7	-0.6	-11	0.25	5	1.8	-16	0.1
7	O=C(CCc1ccccc1)NC(=S)Nc1ccc2c(c1)C(=O)OC2	4	9	2.9	-5	0.79	-18	0.7	-11	0.0
8	O=C(COc1ccccc1N1C(=O)c2ccccc2C1=O)c1ccc(Cl)cc1	-1	-7	-1.5	5	/	-20	1.2	-4	-0.2
9	COc1ccccc1NC(=S)N(CCc1c(C)[nH]c2ccccc12)Cc1cccs1	-4	-44	0.6	0	-0.21	-3	-0.2	-13	0.9
10	COc1ccccc1N1CCN(C(=O)CN(Cc2ccc(Cl)cc2)S(C)(=O)=O)CC1	1	-1	-3.3	3	/	-21	-1.3	-14	-1.5
11	CCCCC(=O)c1ccc(O)cc1	2[fluorescence artefact?]	7	-1.7	-6	/	-6	0.0	-14	0.8
12	COC(=O)c1ccc(N=CC2=C(O)CC(c3ccccc3)CC2=O)cc1 (centres undefined)	-2	-11	-1.6	8	0.012	1	0.1	-8	-1.1
13	COc1ccccc1-c1cc(C(=O)NCc2ccccc2)no1	-1[fluorescence artefact?]	-18	1.8	4	-1.5	-3	-1.8	-4	0.2
14	Cc1cc(C)nc(NNC2=CC(=O)CC(C)(C)C2)n1	-4	-2	1.5	-14	-0.16	-20	0.1	-12	0.7
15	CN(C)CCC1CCN(c2cc(C#N)c(C#N)cc2[N+](=O)[O-])CC1	3	8	0.2	/	0.053	14	1.0	-16	0.3
16	CC(C)CNS(=O)(=O)c1ccc(CCC(=O)NC2CCCC2)cc1	2	-2	-0.4	0	0.011	-3	1.1	-14	2.5
17	CCC(C)(C(=O)NC1CCCC1)N(C(=O)CC1NC(=O)NC1=O)c1c(C)n(C)n(-c2ccccc2)c1=O (centres undefined)	-4	11	1.1	16	0.29	-12	0.3	-6	1.4
18	Cc1nc2c(Cl)cccc2[nH]1	-4	19	1.2	4	/	10	0.1	-3	1.0
19	Cc1[nH]c2ccccc2c1/C=N/Nc1nc(N2CCCCC2)nc(N2CCCCC2)n1	5	-22	0.6	7	-0.73	22	0.6	14	0.6
20	C#CCN1C(=O)C(O)(c2c(C)[nH]c3ccccc23)c2ccccc21 (centres undefined)	-6	27	-0.3	-5	0.5	-11	1.3	/	0.3
21	COc1ccc(CCNC(=O)Cn2nnc(-c3ccc(N(C)C)cc3)n2)cc1OC	0	-16	0.5	-7	-0.12	-9	-0.9	-2	0.5
22	O=C(CN1CCN(S(=O)(=O)c2ccc(Cl)s2)CC1)N1CCOCC1	-11	-2	-1.0	-2	-0.98	-10	1.4	-19	0.0
23	Cc1cc(C)n(-c2ccc([N+](=O)[O-])cc2)n1	1[fluorescence artefact?]	12	5.3	/	-0.58	-7	-0.6	/	0.9
24	CCN(CC)c1c([N+](=O)[O-])c(=O)sc2ccccc12	10	-5	0.7	-36	0.018	0	1.4	0	0.2
25	CCOCCCNC(=O)CN1CCN(Cc2ccccc2C)C1=O	4	2	0.2	-2	-0.058	2	0.4	-29	1.1
26	CC/C(C)=N/Nc1nc2sc3c(c2c(=O)[nH]1)CC(C)(C)OC3	-2	-35	-2.4	-5	0.75	13	-0.5	-28	-0.2
27	CN(C)C(CNC(=O)c1ccc(S(=O)(=O)N(C)C)cc1)Cc1ccccc1 (centres undefined)	-1	12	2.0	-1	0.9	4	0.4	-14	0.1
28	O=C(Nc1ccccc1C(=O)NCCN1CCOCC1)c1ccc(Cl)cc1Cl	-2	-16	2.3	2	0.092	-2	-0.4	-9	5.0
29	COC(=O)c1ccc(COC(=O)C23CC4CC(CC(O)(C4)C2)C3)o1	-7	1	0.8	-4	0.2	-22	1.9	-7	-0.3
30	Cc1ccc(NC(=O)COC(=O)Cc2ccsc2)c(C)c1	1	5	0.6	4	0.2	-16	0.4	-9	1.6
31	CCOC(=O)C1=C(C)NC(C)=C(C(=O)OCC)C1c1ccc(OC)cc1	-2[fluorescence artefact?]	-72	-2.6	-4	-0.06	-10	-0.4	-14	0.0
32	CN/N=C/c1ccc(C#N)cc1	-4	-3	0.2	7	0.95	-13	0.8	-2	0.6
33	Cc1cc([N+](=O)[O-])ccc1NC(=O)c1ccco1	-1	-22	-0.5	8	0.44	-17	0.5	-15	6.0
34	O=C(NCc1cccnc1)c1cnc2ccccc2n1	10	-3	1.7	/	0.24	-16	1.3	-14	0.3
35	O=C1OCCC1Sc1nnc(-c2ccc(Cl)cc2)n1Cc1ccccc1 (centres undefined)	3	5	1.4	3	0	-7	0.3	-8	2.0
36	O=C(O)C1CCCN1S(=O)(=O)c1cccs1 (centres undefined)	-6	-14	-1.8	1	0.0057	-8	0.4	-7	0.2
37	S=C(NCCc1ccccn1)NC1CC2CCC1C2 (centres undefined)	-3	2	3.3	/	1	5	1.7	-5	0.2
38	O=C(CSc1ccc2c(c1)OCCO2)Nc1cccnc1Cl	6	-9	-0.5	31	0.00093	-36	1.1	1	0.8
39	CC(C)Oc1cccc(C(=O)NC(=S)NCc2cccnc2)c1	-4	5	-1.7	18	-0.087	-16	-0.2	7	0.1
40	O=C(Cc1c(Sc2ccccc2)c2ccccc2n1Cc1ccccc1)NCCO	3	13	2.3	-13	-0.057	-12	0.0	-11	0.1
41	Cc1cc(C)nc(SCc2nnc(SCC(=O)Nc3ncc(C)s3)n2Cc2ccco2)n1	-2	-9	0.7	-4	-0.85	-17	-1.3	-2	-0.3
42	CCCC1=Nc2cc(C(=O)NCCCOC(C)C)ccc2Sc2ccccc21	-1	-29	-14	2	0.019	5	-2.0	-15	-0.8
43	COc1ccccc1N1CCN(C(=O)CN(C2CCCCC2)S(C)(=O)=O)CC1	1	-9	0.8	/	/	7	0.8	-4	0.7
44	COc1ccc(Oc2ncnc3sccc23)cc1	2	19	1.0	6	0.38	-4	0.3	-10	2.7
45	Cc1ccc(S(=O)(=O)N(C)C)cc1NC(=O)Nc1ccccc1	-8	-16	1.6	-7	-0.44	-9	-0.9	4	1.7
46	CCOC(=O)c1c(-c2cccs2)csc1NC(=O)c1ccco1	2	-90	0.6	-1	1.5	-17	0.1	4	-0.3
47	COc1cc(C)ccc1OCCOCCOc1c(C)cc(C)cc1Br	4	3	-2.1	0	-0.045	-8	0.4	7	-0.1
48	CCOc1ccc(NC(=O)N2CCC(C(N)=O)(N3CCCCC3)CC2)cc1	1	-11	-2.5	-2	/	-11	0.7	-4	0.2

Quoted at random: three compounds from above, in no set order.
#	canonical_smiles	eIF4E-4G inh	Calpain2 inh	TNF death inh	Rad51 HR inh	Cl transport mod	EBV gp42 block	PERK inh	MDM2 E3 inh	zVAD death inh
38	O=C(CSc1ccc2c(c1)OCCO2)Nc1cccnc1Cl	6	-9	-0.5	31	0.00093	-36	1.1	1	0.8
41	Cc1cc(C)nc(SCc2nnc(SCC(=O)Nc3ncc(C)s3)n2Cc2ccco2)n1	-2	-9	0.7	-4	-0.85	-17	-1.3	-2	-0.3
44	COc1ccc(Oc2ncnc3sccc23)cc1	2	19	1.0	6	0.38	-4	0.3	-10	2.7

Other entries:
#	canonical_smiles	eIF4E-4G inh	Calpain2 inh	TNF death inh	Rad51 HR inh	Cl transport mod	EBV gp42 block	PERK inh	MDM2 E3 inh	zVAD death inh
49	Cn1nnnc1SCC1=C(C(=O)O)N2C(=O)C(NC(=O)C3CC3c3ccccc3)C2SC1 (centres undefined)	-3	11	-0.8	15	-5.4*	-4	1.2	-9	-0.4
50	Nc1ccc(O)c2c(=O)cc(-c3ccccc3Cl)oc12	1[fluorescence artefact?]	-16	-2.6	-1	-0.72	-4	0.0	/	3.8
51	CN(CC(=O)Nc1ccc(N2CCOCC2)cc1)CC(=O)Nc1ccc([N+](=O)[O-])cc1Br	-1	-11	-0.2	7	-0.68	-4	1.0	-22	2.3
52	CC(=O)Nc1ccc(/C(C)=N/Nc2nc(Nc3ccccc3)nc(N3CCOCC3)n2)cc1	0	-44	8.0	8	0.64	-9	-1.5	-20	-3.0
53	CC(C)N(Cc1nccn1C)C(=O)c1ccc(OC2CCN(C(=O)C3CC3)CC2)cc1	-1	-31	0.1	5	1	-8	0.4	-13	5.2
